CendR NRP1 mod = modulators of CendR peptide binding to NRP-1, primary screen, biochemical, fluorescence polarization, uHTS. Neuropilin-1 (Homo sapiens), O14786. FAM-RPARPAR peptide binding to NRP-1. inhibition, % at 25 µM. 0.85% of 360,000 active. AID 602438, 2012;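 active = inhibition or corrected inhibition above about 18%, plus a signal ratio from 0.5 to 1.5, limit read from the data, passing the limit was not always enough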; note: strong numbers were not always called active
Rin1-Abl PPI inh = inhibitors of Rin1-Abl protein binding, primary screen, biochemical, TR-FRET | Tyrosine-protein kinase ABL1 (Homo sapiens) + Ras and Rab interactor 1 (Homo sapiens), … | inhibition, % at 7.35 µM | 0.4% of 360,000 active | AID 588664, 2011; in the data active = inhibition above about 5%, passing the limit was not always enough
MT1-MMP act inh = blockers of MT1-MMP proenzyme processing, primary screen, HT1080 RFP-PRO-GFP cells, GFP/RFP fluorescence; GFP/RFP ratio fluorescence, overnight; percent of plate control window, DMSO zero; GFP/RFP ratio change, % at 20 µM; AID 651647, 2012; 0.061% of 360,000 active; Matrix metalloproteinase-14 (Homo sapiens), P50281;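 active = GFP/RFP ratio change of at least 30% with cell ATP level not reduced by more than half and red fluorescence within 50% of control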; note: strong numbers were not always called active
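Compound: 20 µM single dose, 1% DMSO / System: HT1080 RFP-PRO-GFP cells / Controls: DMSO and RFP-L50D-GFP cell wells / Read-out basis: GFP/RFP fluorescence ratio / Schedule: overnight compound exposure at 37 °C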
SKN-1 block = suppressors of acrylamide-induced Pgst-4::GFP reporter in worms, primary screen, SKN-1 inhibitor project, whole organism, uHTS, GFP/RFP fluorescence ratio, strain VP596; C. elegans VP596 Pgst-4::GFP/RFP ratio, 24 h; inhibition, % at 21.8 µM; 0.49% of 360,000 active;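 active = interference check ratio from 0.5 to 1.5 plus GFP to RFP signal ratio inhibition reaching or exceeding a fixed threshold, cut at about 30% in these data, passing the limit was not always enough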; note: some compounds called inactive have numbers as strong as hits
eLon inh = inhibitors of E. coli Lon protease, primary screen, biochemical, fluorescence polarization. inhibition, % at 7.94 µM. purified E. coli Lon protease. 0.42% of 360,000 active. P0A9M0; in the data active = inhibition above about 13%, passing the limit was not always enough;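 note: 0% = enzyme with probe and DMSO and 100% = no enzyme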
MsrA act = bovine MsrA enzyme activators, primary screen, biochemical, absorbance, HTS | AID 602163, 2012 | 0.3% of 360,000 active | Methionine sulfoxide reductase A (Bos taurus) | purified bovine MsrA, absorbance read-out | activation, % at 10.6 µM; in the data active = activation above about 7.5%;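 note: 0% = vehicle and 100% = reference activator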
MsrA inh = bovine MsrA enzyme inhibitors, primary screen, biochemical, absorbance, HTS; 0.75% of 360,000 active; inhibition, % at 15.5 µM; purified bovine MsrA, absorbance read-out; Methionine sulfoxide reductase A (Bos taurus); in the data active = inhibition above about 4.5%;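 note: 0% = vehicle wells with enzyme and 100% = reference inhibitor wells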
FAS TE block = FAS thioesterase domain inhibitors, primary screen, biochemical, fluorescence intensity, uHTS; recombinant FAS-TE, OMFH fluorogenic substrate, fluorescence endpoint; inhibition, % at 15 µM; 0.67% of 360,000 active; AID 602261, 2012;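 active = compounds whose normalised, plate-corrected inhibition of enzyme fluorescence in the single-dose primary screen is 50% or more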;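 note: 0% = DMSO with enzyme and 100% = substrate without enzyme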
Target sequence (P49327 whole entry, looked up, the tested form may be a part): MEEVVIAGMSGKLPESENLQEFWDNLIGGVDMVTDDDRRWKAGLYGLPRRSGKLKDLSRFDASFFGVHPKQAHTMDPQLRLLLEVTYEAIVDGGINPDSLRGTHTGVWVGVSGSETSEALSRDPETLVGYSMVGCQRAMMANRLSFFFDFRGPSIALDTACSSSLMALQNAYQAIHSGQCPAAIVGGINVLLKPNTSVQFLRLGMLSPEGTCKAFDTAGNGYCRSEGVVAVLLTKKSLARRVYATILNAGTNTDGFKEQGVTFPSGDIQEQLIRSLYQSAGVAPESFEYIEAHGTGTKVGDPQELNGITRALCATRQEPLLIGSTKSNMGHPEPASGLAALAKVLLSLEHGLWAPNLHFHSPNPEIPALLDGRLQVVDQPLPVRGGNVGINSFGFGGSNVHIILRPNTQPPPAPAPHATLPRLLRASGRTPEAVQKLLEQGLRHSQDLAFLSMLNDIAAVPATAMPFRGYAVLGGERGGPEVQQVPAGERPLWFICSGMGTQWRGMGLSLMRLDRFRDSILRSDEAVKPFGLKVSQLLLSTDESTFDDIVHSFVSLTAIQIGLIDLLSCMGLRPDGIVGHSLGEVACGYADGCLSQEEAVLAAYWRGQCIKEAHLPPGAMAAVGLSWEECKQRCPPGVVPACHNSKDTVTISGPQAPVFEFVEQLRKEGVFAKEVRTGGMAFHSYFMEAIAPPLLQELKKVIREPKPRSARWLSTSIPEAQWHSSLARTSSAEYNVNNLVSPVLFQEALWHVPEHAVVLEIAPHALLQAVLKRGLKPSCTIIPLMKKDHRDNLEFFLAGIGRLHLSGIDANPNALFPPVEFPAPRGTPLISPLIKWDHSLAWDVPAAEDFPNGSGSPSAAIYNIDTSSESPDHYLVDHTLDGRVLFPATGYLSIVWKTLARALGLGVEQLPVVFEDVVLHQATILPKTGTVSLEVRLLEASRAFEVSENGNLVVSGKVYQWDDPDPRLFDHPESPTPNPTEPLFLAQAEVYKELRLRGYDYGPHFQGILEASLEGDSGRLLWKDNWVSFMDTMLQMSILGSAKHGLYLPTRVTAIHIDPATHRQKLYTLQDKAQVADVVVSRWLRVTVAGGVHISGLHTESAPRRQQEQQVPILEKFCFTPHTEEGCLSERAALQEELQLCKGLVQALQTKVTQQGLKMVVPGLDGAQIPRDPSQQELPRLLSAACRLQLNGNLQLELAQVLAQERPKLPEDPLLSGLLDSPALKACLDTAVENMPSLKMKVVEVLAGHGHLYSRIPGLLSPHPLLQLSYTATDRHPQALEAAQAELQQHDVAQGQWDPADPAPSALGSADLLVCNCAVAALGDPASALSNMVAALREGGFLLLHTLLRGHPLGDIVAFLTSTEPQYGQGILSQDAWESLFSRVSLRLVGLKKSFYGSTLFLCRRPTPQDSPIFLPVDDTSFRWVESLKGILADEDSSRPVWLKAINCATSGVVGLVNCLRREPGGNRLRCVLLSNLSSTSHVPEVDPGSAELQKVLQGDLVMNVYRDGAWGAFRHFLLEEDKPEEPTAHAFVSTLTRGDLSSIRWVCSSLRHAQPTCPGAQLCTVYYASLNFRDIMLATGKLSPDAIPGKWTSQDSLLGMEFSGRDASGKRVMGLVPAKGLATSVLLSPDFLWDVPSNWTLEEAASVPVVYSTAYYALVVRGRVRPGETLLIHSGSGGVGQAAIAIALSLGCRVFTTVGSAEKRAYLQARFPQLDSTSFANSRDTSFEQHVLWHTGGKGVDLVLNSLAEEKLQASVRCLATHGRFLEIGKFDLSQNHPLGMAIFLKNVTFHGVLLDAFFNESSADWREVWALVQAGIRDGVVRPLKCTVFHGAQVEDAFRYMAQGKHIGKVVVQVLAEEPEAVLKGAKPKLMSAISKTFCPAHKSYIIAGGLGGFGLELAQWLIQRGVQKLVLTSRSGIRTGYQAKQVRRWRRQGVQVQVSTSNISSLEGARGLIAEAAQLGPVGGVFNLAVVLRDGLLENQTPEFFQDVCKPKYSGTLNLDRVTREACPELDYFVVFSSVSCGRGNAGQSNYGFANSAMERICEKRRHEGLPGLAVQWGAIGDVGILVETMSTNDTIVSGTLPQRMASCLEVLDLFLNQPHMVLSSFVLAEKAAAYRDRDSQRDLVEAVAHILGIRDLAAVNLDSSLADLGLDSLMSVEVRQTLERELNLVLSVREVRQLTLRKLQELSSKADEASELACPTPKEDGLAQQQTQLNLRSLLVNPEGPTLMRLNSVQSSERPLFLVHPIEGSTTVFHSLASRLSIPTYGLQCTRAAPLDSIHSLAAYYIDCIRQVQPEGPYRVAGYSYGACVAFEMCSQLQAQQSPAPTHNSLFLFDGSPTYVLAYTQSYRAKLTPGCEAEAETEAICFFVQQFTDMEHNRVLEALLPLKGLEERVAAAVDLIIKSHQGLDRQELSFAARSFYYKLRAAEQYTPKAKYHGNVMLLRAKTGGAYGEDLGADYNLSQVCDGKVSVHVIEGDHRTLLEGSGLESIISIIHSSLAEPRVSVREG
Neddylation inh = inhibitors of cullin neddylation, primary screen, biochemical, TR-FRET, uHTS, NAE and Ubc12; NEDD8-conjugating enzyme Ubc12 (Homo sapiens) + NEDD8-activating enzyme E1 regulatory …; calls only at 25 µM; 0.58% of 360,000 active; in the data active = inhibition above about 36%
Active calls of the source: *; i = inactive; · = not tested or not shown. An excerpt; rates above refer to the full screens.

no.	structure	CendR NRP1 mod	Rin1-Abl PPI inh	MT1-MMP act inh	SKN-1 block	eLon inh
1	Cc1cccc(N2C(=O)NC(=O)/C(=C\c3ccc4c(c3)CCCN4Cc3ccccc3)C2=O)c1	79	1	-6	40*	-99
2	CC(C)C[C@H](NC(=O)[C@@H]1CCCN1C(=O)[C@@H](N)Cc1ccc(O)cc1)C(=O)NCC(N)=O	-13	-5	-4	-8	-4
3	COC(=O)C1=C(c2ccc(F)cc2OCc2ccccc2)C[C@@H]2CC[C@H]1N2C	-2	6	-7	-8	-4
4	CNC(=O)Oc1ccc2c(c1)C(=O)c1ccccc1CO2	-7	3	5	12	-4
5	CN(C(=O)Oc1cccc2cccnc12)c1ccccc1	9	0	11	0	6
6	O=C(O)CCn1cc(C=C2C(=O)NC(=S)NC2=O)c(-c2cccc(Cl)c2)n1	-33	2	2	-4	-6
7	CN1C(=O)C(=Cc2ccc(SC3CCCCC3)o2)C(=O)N(C)C1=O	-11	3	3	24	3
8	COC(=O)C1=C(c2cc3ccccc3o2)C[C@@H]2CC[C@H]1N2C(=O)N1CCCC1	5	3	-4	-14	-8
9	Cn1c(=O)c2c(nc(N/N=C/c3c(O)n(-c4ccccc4)c(=S)[nH]c3=O)n2C)n(C)c1=O	5	2	13	0	-27
10	CC(C)(C)c1ccc(CSc2cnn(C(C)(C)C)c(=O)c2Cl)cc1	7	5	-7	6	2
11	COc1nc2ccccc2nc1N1CC1	11	1	9	7	2
12	CN1CCN(c2nc3ccccn3c(=O)c2C=C2C(=O)N(C)C(=O)N(C)C2=O)CC1	6	1	-3	2	-4
13	O=c1[nH]c2ccccc2n1C1CCN(C(c2ccccc2OC(F)(F)F)c2nnnn2Cc2ccccc2)CC1 (stereo unspecified)	9	2	-26	15	-1
14	CC1CCC(C)(NS(=O)(=O)OCC(Cl)(Cl)Cl)CC1 (stereo unspecified)	1	1	-1	1	-7
15	Cc1cc(=O)[nH]c(SCc2nc3ccccc3c(=O)n2-c2ccccc2C)n1	3	1	-2	3	-9

no.	MsrA act	MsrA inh	FAS TE block	Neddylation inh
1	-4	1.9	-11	i
2	-7	-0.3	1	i
3	-3	2.6	-12	i
4	-3	2.4	-7	i
5	-3	1.0	-6	i
6	-11	0.7	-6	i
7	-4	0.0	-8	i
8	-1	0.0	-3	i
9	-1	0.6	-7	i
10	3	-1.1	-66	i
11	-1	1.3	-2	i
12	-1	·	-3	i
13	-2	0.5	38	i
14	-1	-0.2	18	i
15	-6	1.0	-5	i

Arranged by molar mass (low to high): part of the list above.
no.	structure	CendR NRP1 mod	Rin1-Abl PPI inh	MT1-MMP act inh	SKN-1 block	eLon inh
11	COc1nc2ccccc2nc1N1CC1	11	1	9	7	2
4	CNC(=O)Oc1ccc2c(c1)C(=O)c1ccccc1CO2	-7	3	5	12	-4
6	O=C(O)CCn1cc(C=C2C(=O)NC(=S)NC2=O)c(-c2cccc(Cl)c2)n1	-33	2	2	-4	-6

no.	MsrA act	MsrA inh	FAS TE block	Neddylation inh
11	-1	1.3	-2	i
4	-3	2.4	-7	i
6	-11	0.7	-6	i

New compounds follow:
no.	structure	CendR NRP1 mod	Rin1-Abl PPI inh	MT1-MMP act inh	SKN-1 block	eLon inh
16	CC1(C)C2([N+](=O)[O-])CN3CC1([N+](=O)[O-])CN(C2)C3c1ccccn1 (stereo unspecified)	-6	2	0	-13	-6
17	O=C1Nc2ccc(Br)cc2C(c2ccccc2Cl)=NC1O (stereo unspecified)	-2	1	3	3	4
18	CCOc1ccccc1N1C(=O)NC(=O)/C(=C/c2ccc3c4c(cccc24)CC3)C1=O	-34	0	-8	-8	8
19	ClCCNc1nc2ccc(Cl)cc2[nH]1	0	3	5	10	-3
20	CC(Cc1ccccc1)NC(=O)C(c1ccc(N)cc1)c1ccc(N)cc1 (stereo unspecified)	-3	0	-6	2	5
21	Cc1cnc[nH]1	7	2	-5	8	4
22	CC(=O)c1c(O)n(-c2cccc(Cl)c2)c(=O)[nH]c1=O (tested in a mixture with another compound)	-45	4	-19	12	-36
23	O=C(COc1ccc(Cl)cc1Cl)N1CCN(C/C=C/c2ccccc2)CC1	-4	-2	-5	15	6
24	Cc1ccc(C2=NCC(=O)Nc3ccc(Br)cc32)cc1	3	-3	2	12	-2
25	COc1ccc(CC(C)NC2CCCCCC2)cc1 (stereo unspecified)	16	2	0	-10	3
26	CCCCn1c(O)c(C(C)=NCCN2CCCCC2)c(=O)[nH]c1=O	-29	-1	-12	15	-3
27	O=C(CCN1CC1)OCCOC(=O)CCN1CC1	10	2	1	9	-15
28	OCC1OC(n2cnc3cc(Cl)c(Cl)cc32)C(O)C1O (stereo unspecified)	-6	-1	-7	16	-3
29	O=c1[nH]c(=S)n(-c2ccccc2F)c(O)c1C=NCc1ccco1	-12	-3	1	7	-28
30	Cc1cccnc1-n1c(CN2C(=O)c3ccccc3C2=O)nc2ccccc2c1=O	18	0	0	20	-1

no.	MsrA act	MsrA inh	FAS TE block	Neddylation inh
16	-3	-0.9	-4	i
17	-3	0.2	-3	i
18	3	1.6	-2	·
19	-13	1.2	-4	i
20	-3	-0.4	0	i
21	-3	-0.6	1	i
22	-2	0.9	-6	i
23	-2	0.3	37	i
24	1	-1.3	10	i
25	-3	-0.6	-6	i
26	-6	0.5	-6	i
27	-3	-0.4	-9	i
28	-4	1.6	-2	i
29	-3	1.0	-8	i
30	-5	-1.0	-8	i

Continuation:
no.	structure	CendR NRP1 mod	Rin1-Abl PPI inh	MT1-MMP act inh	SKN-1 block	eLon inh
31	CC(=O)C1(c2ccccc2)CCNCC1	12	-2	-12	5	-12
32	CN1CCN(C(=O)Cc2ccccc2)CC1	0	0	-2	-11	2
33	CN1C(=O)N(C)C(=O)C2(Cc3cc([N+](=O)[O-])ccc3N3CCN(C(=O)c4ccccc4)CC32)C1=O (stereo unspecified)	15	-2	0	5	-5
34	CCCNC(=O)N1[C@H]2CC[C@@H]1C(C(=O)OC)=C(c1ccc(Cl)c(C(F)(F)F)c1)C2	7	6	6	4	1
35	C[N+](C)(C)CCc1ccc(O)cc1	4	0	-5	11	0
36	O=C1CN=C(c2ccccc2)c2c(sc3c2CCCC3)N1	2	-3	-2	-7	-6
37	CC12CN3CC(c4ccccc4)(CN(C1)C31CCCCC1)C2=O	-10	1	6	-8	-4
38	Cc1cccc(NC(=O)C(C)N2CC=C(c3ccccc3)CC2)c1 (stereo unspecified)	-3	0	-1	-8	-1
39	CC1([N+](=O)[O-])COP(=O)(NC2CCCC2)OC1 (stereo unspecified)	-3	0	1	6	-10
40	Cc1cc(/C=C2\C(=O)NC(=O)N(Cc3ccco3)C2=O)c(C)n1-c1ccc(O)cc1	-30	5	-23	15	-17
41	CN(c1ccccc1)c1ccc([N+](=O)[O-])c2nonc12	-30	-12	-32	30	-36
42	CN1C[C@H](CO)C=C2c3cccc4[nH]cc(c34)C[C@H]21	46*	-12	-49	13	84*
43	C/C=C1/C[C@@H](C)[C@](O)(CO)C(=O)OCC2=CCN3CC[C@@H](OC1=O)[C@@H]23	-6	-2	1	7	0
44	O=C(CN1CCOCC1)c1cccc2ccccc12	19	-1	-6	38*	-7
45	CC12CN3CC(C)(CN(C1)C31CCSCC1)C2=O	-7	3	3	-8	0

no.	MsrA act	MsrA inh	FAS TE block	Neddylation inh
31	-2	0.5	-8	i
32	-4	-0.2	-4	i
33	-3	1.7	4	i
34	-13	-1.1	0	i
35	-2	-1.4	-6	i
36	-3	-1.0	2	i
37	-1	-1.0	-2	i
38	-1	-2.0	27	i
39	-3	0.4	-2	i
40	-2	0.8	-1	i
41	0	1.7	6	i
42	-3	-0.5	-10	·
43	-2	0.4	-3	i
44	-5	-0.5	-5	i
45	6	-0.2	-8	i

Next records follow:
no.	structure	CendR NRP1 mod	Rin1-Abl PPI inh	MT1-MMP act inh	SKN-1 block	eLon inh
46	Cc1cc(N(CCCl)CCCl)ccc1/C=N/N=C(\N)c1cnccn1	-6	-2	11	4	-2
47	Oc1c(Br)cc(Br)cc1Br	1	1	1	-2	-5
48	Cc1ccc(S(=O)(=O)CC(=O)c2cc(C)c(OC(=O)N(C)C)c(C)c2)cc1	-1	0	-3	8	-3
49	CCCCP(=O)(O)c1ccccc1	-3	-3	1	1	0
50	CC(C)(C)C(=O)Cn1c(NCCCl)nc2ccccc21	-2	-1	0	-3	-6
51	CC(=O)c1cn(Cc2ccc(C#N)cc2)c2ccccc12	-5	4	-2	0	-11
52	COc1cccc(N2C(=O)NC(=O)/C(=C/c3ccc4c(c3)Cc3ccccc3-4)C2=O)c1	-12	-3	-11	3	-19
53	CN1C(=O)NC(=O)C2(Cc3ccccc3N3CCOCC32)C1=O (stereo unspecified)	3	0	0	-1	-7
54	CC1(C)CN=C(NCc2ccccc2Cl)S1	-5	1	0	-12	-12
55	C[N+](C)(C)c1ccccc1	1	5	0	4	-6
56	CCC(=NCCCN(C)C)c1c(O)n(-c2ccc(OC)cc2)c(=O)[nH]c1=O	-7	1	-1	19	-9
57	CC(C)C[C@H]1C(=O)N2CCC[C@H]2[C@]2(O)O[C@](NC(=O)[C@@H]3C=C4c5cccc6[nH]cc(c56)C[C@H]4N(C)C3)(C(C)C)C(=O)N12	46	-8	-44	24	92
58	Cn1cccc1/C=C1\C(=O)NC(=O)N(Cc2ccccc2)C1=O	-18	4	-22	23	-44
59	COc1cccc(N2CCN(Cc3ccc(Cl)cc3)CC2)c1	1	-4	-4	13	9
60	CCC(C)n1c(O)c(/C=N/Nc2ccccc2)c(=O)[nH]c1=S (stereo unspecified)	3	3	47	13	-37

no.	MsrA act	MsrA inh	FAS TE block	Neddylation inh
46	-5	2.1	25	i
47	-2	-0.1	0	i
48	-2	2.1	-4	i
49	-5	-0.6	-6	i
50	-5	0.3	-8	i
51	-3	-0.1	-3	i
52	-3	0.4	7	i
53	-3	0.1	-5	i
54	-5	0.2	-52	i
55	-2	0.5	-3	i
56	-2	-0.8	-8	i
57	-10	·	-17	i
58	-5	0.7	-6	i
59	1	·	10	i
60	-3	-0.2	-5	i

2 entries picked at random from those above:
no.	structure	CendR NRP1 mod	Rin1-Abl PPI inh	MT1-MMP act inh	SKN-1 block	eLon inh
52	COc1cccc(N2C(=O)NC(=O)/C(=C/c3ccc4c(c3)Cc3ccccc3-4)C2=O)c1	-12	-3	-11	3	-19
43	C/C=C1/C[C@@H](C)[C@](O)(CO)C(=O)OCC2=CCN3CC[C@@H](OC1=O)[C@@H]23	-6	-2	1	7	0

no.	MsrA act	MsrA inh	FAS TE block	Neddylation inh
52	-3	0.4	7	i
43	-2	0.4	-3	i

Some of the entries so far, with two lines to a compound:
Screens in order – CendR NRP1 mod	Rin1-Abl PPI inh	MT1-MMP act inh	SKN-1 block	eLon inh	MsrA act	MsrA inh	FAS TE block	Neddylation inh
(59) COc1cccc(N2CCN(Cc3ccc(Cl)cc3)CC2)c1
    1	-4	-4	13	9	1	·	10	i
(60) CCC(C)n1c(O)c(/C=N/Nc2ccccc2)c(=O)[nH]c1=S (stereo unspecified)
    3	3	47	13	-37	-3	-0.2	-5	i
(58) Cn1cccc1/C=C1\C(=O)NC(=O)N(Cc2ccccc2)C1=O
    -18	4	-22	23	-44	-5	0.7	-6	i

Screening results from PubChem BioAssay.
